Screens as filed in PubChem.
NPR2 activator – GC-B (human) receptor activation | P20594 | HEK293-GC-B cells, CNP EC30, cGMP TR-FRET; 0% at EC30 CNP, 100% saturating CNP | activation, % at 10 µM | 370,000 tested, 0.11% active;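 active = activation at 10 µM reaching about 35% in either raw or pattern-adjusted values, limit read from the data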
DAX1 inh-1 – inhibits human nuclear receptor DAX1 | HEK293 Gal4-DAX1 luciferase reporter, luminescence | inhibition, % at 6.75 µM | 340,000 tested, 0.99% active | AID 504766;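 active = inhibition above the mean over all tested compounds plus 3 SD, cut at about 4.2% in these data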;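 also: 0% = DAX1-transfected cells with DMSO and 100% = empty-vector control cells with DMSO; inhibition shows as a rise in luminescence from relieved DAX1 repression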
Target sequence (P51843 207-470 limits assumed): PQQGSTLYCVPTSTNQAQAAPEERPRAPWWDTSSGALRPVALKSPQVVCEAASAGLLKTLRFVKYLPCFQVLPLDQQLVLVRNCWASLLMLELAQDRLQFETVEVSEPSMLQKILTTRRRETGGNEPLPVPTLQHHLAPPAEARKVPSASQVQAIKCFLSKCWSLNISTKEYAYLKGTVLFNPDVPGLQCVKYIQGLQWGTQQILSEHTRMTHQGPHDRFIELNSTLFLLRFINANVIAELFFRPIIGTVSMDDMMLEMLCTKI
NPR1 activator – GC-A (human) enzyme activation; AID 1671463; HEK293 GC-A cells, cGMP TR-FRET, EC30 ANP; 0% at EC30 ANP, 100% saturating ANP; P16066; 370,000 tested, 0.14% active; activation, % at 10 µM; in the data active = activation above about 40%
sPLA2-III inh – Blocks human group III sPLA2 activity; Q9NZ20; QFRET BODIPY PC-A2 liposome hydrolysis, fluorescence; inhibition, % at 12.2 µM; 370,000 tested, 0.56% active;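 active = inhibition above mean plus 3 SD of compounds lying within the high and low control bounds, cut at about 19% in these data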;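 also: 0% = median of test compound wells and 100% = no enzyme DMSO wells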
Target sequence (Q9NZ20 whole entry, looked up): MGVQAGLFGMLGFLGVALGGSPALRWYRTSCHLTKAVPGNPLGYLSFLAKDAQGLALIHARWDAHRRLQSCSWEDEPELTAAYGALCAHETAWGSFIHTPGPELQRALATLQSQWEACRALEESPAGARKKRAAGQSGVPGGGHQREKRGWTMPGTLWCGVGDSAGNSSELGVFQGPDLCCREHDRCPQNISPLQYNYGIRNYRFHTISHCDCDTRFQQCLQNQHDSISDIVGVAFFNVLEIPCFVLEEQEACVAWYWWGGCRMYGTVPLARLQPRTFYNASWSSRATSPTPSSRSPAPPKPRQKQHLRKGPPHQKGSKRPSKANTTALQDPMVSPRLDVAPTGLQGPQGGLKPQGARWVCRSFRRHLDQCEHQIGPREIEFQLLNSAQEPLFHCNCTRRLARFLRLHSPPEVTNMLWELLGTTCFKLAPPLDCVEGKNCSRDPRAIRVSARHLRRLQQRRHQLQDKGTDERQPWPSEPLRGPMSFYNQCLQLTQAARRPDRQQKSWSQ
hgDAF12 agonist – agonists of H. glycines DAF-12 nuclear receptor. AID 687014. HEK293 GAL4-hgDAF12 UAS-luciferase reporter, agonist luminescence; normalized to butyrate control. 370,000 tested, 1.8% active. activation, % at 6.8 µM;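 active = activation above a cutoff set at the mean of all screened compounds plus 3 SD, cut at about 10% in these data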;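 also: 0% = DMSO wells and 100% = sodium butyrate wells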
GAA850 FXN act – increases GAA850 frataxin promoter reporter activity; HEK293 lucGAA850 FXN promoter luciferase reporter, 24 h; percent of 10 µM SAHA response; activation, % at 6 µM; 360,000 tested, 0.56% active;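 active = activation above the average of all compounds screened plus 3 SD, cutoff fixed separately per campaign, cut at about 7.5% in these data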;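 also: 0% = DMSO wells and 100% = 10 µM SAHA wells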
DAX1 inh-2 – blocks DAX1 repression of SF-1 activated StAR promoter; HEK293T StAR-luciferase reporter, SF-1/DAX-1 repression relief; inhibition, % at 6.8 µM; 370,000 tested, 1.1% active; AID 652010;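 active = inhibition above the mean over all tested compounds plus 3 SD, cut at about 3.6% in these data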;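 also: 0% = DAX-1 cells with DMSO and 100% = cells lacking DAX-1 with DMSO; higher inhibition means more luminescence from relief of DAX-1 repression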
ssDAF-12 act – S. stercoralis DAF-12 activation, primary screen; activation, % at 6.8 µM; 370,000 tested, 1% active; HEK293 ssDAF-12/GRIP1 lit1-tk-luc reporter, luminescence; % of 3 µM dafachronic acid response;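 active = activation above the mean over all tested compounds plus 3 SD, cut at about 0.9% in these data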;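 also: 0% = DMSO-only wells and 100% = 3 µM delta7-dafachronic acid wells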
ADAM10 inh – inhibitors of human ADAM10; 370,000 tested, 0.62% active; inhibition, % at 7 µM; O14672; recombinant ADAM10, EDANS/DABCYL FRET peptide cleavage, 3 h;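 active = inhibition above a per-campaign cutoff equal to the mean of compounds falling between control-based bounds plus 3 SD, cut at about 20% in these data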;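 also: 0% = DMSO wells while the 100% control is not disclosed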
SMARCA2 activ – SMARCA2 function activation, primary screen | MG213 cells, MMTV-luciferase reporter, dexamethasone, overnight | activation, % at 9.1 µM | 370,000 tested, 1% active; in the data active = activation above about 7.8%;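 also: 0% = vehicle wells and 100% = reference activator wells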
hcDAF-12 act – activates DAF-12 receptor from parasite H. contortus; HEK293 hcDAF-12 lit1-tk-luc reporter, luminescence; 0% DMSO, 100% Δ7-dafachronic acid; activation, % at 6.8 µM; 370,000 tested, 1.4% active; AID 652067;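 active = activation above the mean of all tested compounds plus 3 SD, cut at about 5.5% in these data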;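 also: 100% = response to 3 µM Δ7-dafachronic acid high control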
Starred values were filed as active, the others as inactive; i = inactive; . = not tested or not shown.

SMILES	NPR2 activator	DAX1 inh-1	NPR1 activator	sPLA2-III inh	hgDAF12 agonist	GAA850 FXN act	DAX1 inh-2	ssDAF-12 act	ADAM10 inh	SMARCA2 activ	hcDAF-12 act
O=C(O)/C=C/C(=O)Nc1ccc(Cc2ccc(NC(=O)/C=C/C(=O)O)cc2)cc1	2	0.4	2	4	-0.2	1.6	-0.6	-1.4	-3	-2	0.1
Nc1nc(-c2ccc3ccccc3c2)c(C2(O)C(=O)Nc3c(Br)cc(F)cc32)s1 (stereo not given)	-3	-0.9	-4	-1	1.1	3.4	-1.3	-1.3	2	-2	0.1
COc1ccc(N2CC(C(=O)Nc3nnc(SCC(=O)N4CCOCC4)s3)CC2=O)cc1 (stereo not given)	-2	0.8	1	3	2.4	-1.2	-0.6	-0.7	-5	0	-0.1
Cc1ccc(C)c(N2CCN(C(=S)Nc3ccc4nc(N5CCN(C)CC5)cc(C)c4c3)CC2)c1	0	-1.3	-5	-15	-3.8	-0.1	-1.5	-1.0	-392	-1	-0.7
CO[C@@H]1CN(C)C(=O)c2ccc(NC(=O)C3CCC3)cc2OC[C@H](C)N(CC2CCCCC2)C[C@H]1C	6	.	0	-9	-0.2	.	0.5	-1.1	7	0	-1.8
c1ccc(CNn2nnc3ccccc32)cc1	6	.	3	0	14*	.	1.9	-0.6	3	12*	-1.1
Cc1cccn2c(=O)c3cc(C(=O)NCc4cccnc4)c(=N)n(CC4CCCO4)c3nc12 (stereo not given)	-3	-0.6	7	19	0.2	-0.6	-0.4	-0.6	i	4	-0.3
CCCN(CCC)CC(C)(C)NS(=O)(=O)c1ccc(Cl)cc1	-2	0.8	-8	12	-4.1	0.2	0.0	-0.2	0	2	0.6
CCN(CC)S(=O)(=O)c1ccc(N2CCOCC2)c(NC(=O)c2cccc(C#N)c2)c1	-5	0.0	0	-8	-4.6	3.8	-0.6	-2.0	6	-3	0.1
CC(C)CC(=O)Nc1ccc(-c2nc3ccccc3c(=O)o2)cc1	3	-1.6	-4	-10	-1.6	1.2	-0.1	-1.0	-4	3	-1.7
COc1ccccc1N1CCN(Cc2cc(=O)oc3cc(C)ccc23)CC1	-2	.	-3	0	-1.6	.	2.8	-0.2	0	-2	-1.4
O=C(NC1CC1)C1=C[C@@H](C2CC2)C[C@@H](OCc2ccc(CO)cc2)O1	5	0.1	2	-1	-0.4	-1.4	0.1	-1.5	-2	0	-1.4
CC(=O)c1n[nH]nc1Nc1nc(C)cc(C)n1	-3	-0.9	2	5	1.0	0.0	0.0	-0.9	-1	1	-1.0
CCc1cc[n+](/C(C(=S)Nc2cccc(C)c2)=C(/[O-])c2ccc(C)c([N+](=O)[O-])c2)cc1	-1	-2.3	1	-6	1.6	2.9	-0.2	-0.9	-5	0	-0.8
CCOc1cccc(CN2CCCC(C(=O)Nc3cccc(-n4cccn4)c3)C2)c1 (stereo not given)	-6	0.4	-3	-8	-0.5	-6.6	-0.5	-1.0	-8	-1	-0.1
COc1cccc(C(Nc2ccccn2)c2c(NC(=O)c3ccco3)sc(C)c2C)c1 (stereo not given)	1	1.2	-10	-13	-1.6	-0.7	-0.1	-0.9	15	0	1.8
CCOC(=O)c1ccccc1NC(=O)CSc1nnnn1C	-1	0.4	0	0	1.0	2.8	0.8	-1.4	5	0	0.3
Cc1c(C)n(C)c2ccc([N+](=O)[O-])cc12	.	2.9	.	4	-2.2	2.9	0.6	-1.5	3	3	-1.6
CCN1C[C@@H]2[C@@H]3C(=O)N(Cc4ccccc4)C(=O)[C@@H]3[C@](C)(C1=O)N2C(=O)c1ccccc1	-2	1.0	0	8	0.9	0.7	-0.1	-1.0	3	0	-0.5
CCOC(=O)Cc1csc(NC(=O)CSc2nnnn2-c2ccc(F)cc2)n1	0	-0.7	-2	-25	3.5	-2.3	-0.2	-1.6	8	-2	-2.4
O=C(CNC(=O)C1CCCCC1)OC(C(=O)c1ccccc1)c1ccccc1 (stereo not given)	-1	0.5	-2	-1	-0.5	0.4	0.2	-0.9	3	0	0.7
Brc1cc2c(cc1CN1CCc3ccccc3C1)OCO2	4	0.0	-3	1	5.5	-0.2	0.1	-0.1	0	-1	1.2
Cc1ccccc1OCC(=O)Nc1cccc(N(C)S(C)(=O)=O)c1	26	0.2	23	-9	3.4	-0.5	0.9	-1.3	3	1	-1.4
O=[N+]([O-])c1ccc(C=NNc2ccc(S(=O)(=O)O)cc2)cc1	1	-1.5	2	-15	1.8	-2.0	-0.9	-1.0	9	2	-0.4
Cc1ccc(S(=O)(=O)CCc2nc3ccccc3s2)cc1C	0	0.6	-1	-7	0.2	2.0	-0.1	-0.7	3	-2	-0.1

As a short view, part of the list above.
SMILES	NPR2 activator	DAX1 inh-1	NPR1 activator	sPLA2-III inh	hgDAF12 agonist	GAA850 FXN act	DAX1 inh-2	ssDAF-12 act	ADAM10 inh	SMARCA2 activ	hcDAF-12 act
CO[C@@H]1CN(C)C(=O)c2ccc(NC(=O)C3CCC3)cc2OC[C@H](C)N(CC2CCCCC2)C[C@H]1C	6	.	0	-9	-0.2	.	0.5	-1.1	7	0	-1.8
c1ccc(CNn2nnc3ccccc32)cc1	6	.	3	0	14*	.	1.9	-0.6	3	12*	-1.1

Additional results
SMILES	NPR2 activator	DAX1 inh-1	NPR1 activator	sPLA2-III inh	hgDAF12 agonist	GAA850 FXN act	DAX1 inh-2	ssDAF-12 act	ADAM10 inh	SMARCA2 activ	hcDAF-12 act
Nc1nn(S(=O)(=O)c2ccccc2)cc1-c1cccc([N+](=O)[O-])c1	-2	-0.6	-2	-20	-4.9	1.0	-0.1	-1.9	13	-4	-2.6
CCC(=O)N1CCc2cc(Br)cc(S(=O)(=O)NCCCN(C)Cc3ccccc3)c21	-4	-0.8	-3	-4	-1.9	0.7	0.0	-1.3	-5	-2	-2.0
COc1ccc(S(=O)(=O)N2CCCCCC2)cc1NC(=O)CCNC(=O)c1ccc(Cl)cc1	-2	-0.1	-5	-13	-2.6	0.3	-1.1	-1.9	6	-2	0.2
Cc1nc(N)c(C#N)c(-c2cccnc2)c1-c1ccccc1	2	-0.5	0	2	-1.0	1.4	0.2	-1.9	-49	-1	2.8
N#CCCN(C(=O)COC(=O)c1ccc2ccccc2n1)c1ccccc1	-2	-0.5	-3	8	3.9	0.2	0.8	-0.8	-16	0	1.0
O=C(NC1CCCc2ccccc21)c1cncc(Br)c1 (stereo not given)	-8	-0.9	-5	4	-1.4	-0.8	0.0	-0.9	6	-1	-0.2
CCCCn1c(=O)c(CCC(=O)OCC(=O)NC(=O)NCCC(C)C)nc2ccccc21	2	-0.4	1	-7	-0.4	1.2	-0.1	-1.4	-82	-3	-0.8
COc1ccc(OCc2cc(C(=O)NCC(C)Oc3cccnc3)no2)c(Cl)c1 (stereo not given)	-6	0.0	2	-8	1.3	4.9	-0.2	-0.7	2	0	1.2
CC1(C(=O)NS(=O)(=O)c2cccs2)CCN1C(=O)c1ccccc1CCc1ccccc1 (stereo not given)	-3	.	0	-9	2.3	-2.6	0.3	-0.2	-3	-6	0.1
CCC1=NN(C(=O)c2ccc(Cl)cc2)C(O)(c2ccc(C)cc2)C1 (stereo not given)	-4	-0.1	4	-3	1.2	1.3	0.2	-1.8	7	3	-2.6
Cc1nnc(SCC(=O)Nc2sccc2C#N)n1Cc1ccccc1	5	0.5	-1	-4	1.1	-0.3	-0.1	-1.7	-4	0	-1.4
COC(=O)C(Cc1ccc(O)cc1)NC(=O)C12CC3CC(CC(C3)C1)C2 (stereo not given)	-1	3.3	-4	-2	-2.2	3.4	0.5	-1.1	3	-1	-0.8
CN(C)S(=O)(=O)N1CCN(C(=O)c2cccs2)CC1	9	-1.5	2	4	0.8	0.5	0.3	-1.6	-1	2	0.6
O=c1c(/C=C(\O)c2ccc(F)cc2)nc2ccccc2n1-c1ccccc1	1	-0.2	-1	9	-0.1	1.8	0.5	-1.2	4	1	-2.1
O=C(c1c[nH]c(C(=O)C(Cl)(Cl)Cl)c1)c1ccccc1Br	2	-0.2	-1	-11	1.6	-1.5	0.0	-0.7	-3	-1	0.6
Cc1ccc(S(=O)(=O)Nc2nc3ccccc3nc2N2CCOCC2)cc1	-1	1.0	3	-3	-0.8	0.3	0.0	-1.1	-2	-3	0.9
CCOc1ccc(/C=C2/SC(=O)NC2=S)cc1	-2	3.9	-1	10	3.6	3.0	0.3	0.2	7	4	2.5
CC(=O)NCc1ccc(S(=O)(=O)N/N=C/c2ccc(N(C)C)cc2)cc1	-1	0.5	0	0	-2.4	-1.2	-0.6	-1.0	6	1	2.0
CC(=O)c1cccc(NC(=O)/C(=C\c2cccnc2)NC(=O)c2ccccc2)c1	1	1.6	-3	1	-2.1	-1.1	-0.3	-0.5	6	0	-1.2
CCCCC(=O)Nc1cccc(NC(=O)c2ccccc2Br)c1	6	-1.0	0	1	-4.0	0.3	-0.6	-1.9	4	-5	-1.8
Cc1ccc(NC(=O)[C@H](C)NC(=O)C2CCN(C(=O)[C@H](CC(C)C)NC(=O)OC(C)(C)C)CC2)cc1	-2	1.4	4	-10	-1.0	-5.5	0.2	-1.5	-2	-1	-0.7
CN(C)/C=N/c1nc2nccc(-c3ccc(F)cc3)n2n1	9	1.4	1	-4	2.0	1.7	-0.1	-1.0	-434	0	-1.3
O=C(Nc1cccc(NC(=O)c2ncn[nH]2)c1)c1cccc(Cl)c1	0	0.7	-6	-22	-2.1	-4.6	-1.1	-1.9	1	-1	-1.0
CCCn1c(SCC(=O)NCCc2ccccc2)nnc1-c1ccco1	-1	-0.6	-4	9	0.4	0.6	-0.5	-1.2	11	-3	-2.4
Cn1c(=O)[nH]c(=O)c2c1nc(NCCCn1ccnc1)n2Cc1cccc(Br)c1	8	1.1	2	-1	-0.4	-2.3	-0.3	0.3	1	1	0.6
(cont.)
SMILES	NPR2 activator	DAX1 inh-1	NPR1 activator	sPLA2-III inh	hgDAF12 agonist	GAA850 FXN act	DAX1 inh-2	ssDAF-12 act	ADAM10 inh	SMARCA2 activ	hcDAF-12 act
COc1cc(/C=N/Nc2nc(=O)[nH]nc2C)cc(OC)c1O	-6	0.8	-7	5	1.6	1.3	0.3	-0.7	12	4	-0.5
COc1cc2ccc(C(C)=O)c(O)c2cc1OC	1	2.2	5	6	0.5	3.1	-0.6	-1.1	-15	-4	-2.0
COc1cc(C2c3cc4c(cc3OC(NNC(N)=S)C2C)OCO4)cc(OC)c1OC (stereo not given)	-2	-0.4	-5	2	-1.1	-0.2	3.1	-0.7	4	-4	-1.1
Fc1cccc(CSc2nnc3c(n2)[nH]c2ccccc23)c1	-6	-2.1	0	-1	-1.2	3.4	-1.2	-2.0	6	-4	-0.2
CCOc1ccc(NC(=O)CN2C(=O)COc3ccc(S(=O)(=O)N4CCCCC4)cc32)cc1	8	-0.9	1	-1	-3.5	-1.7	-0.4	-1.2	2	-2	-1.0
Cc1cc(C)cc(N=Cc2[nH]c3ccc(Br)c(Cl)c3c2O)c1	-4	-1.0	-9	7	-3.1	2.0	-0.6	-0.4	-5	-2	35*
O=C(Nc1ccccc1)Nc1ccc(NC(=O)c2ccccc2O)cc1	-1	-1.3	4	-20	0.8	0.7	0.1	-0.9	-4	1	0.1
COC(=O)c1cccc(N(C(=O)c2ccco2)C(C(=O)NC2CCCC2)c2ccco2)c1 (stereo not given)	-6	0.1	-2	1	-2.3	1.0	-0.9	-1.3	12	1	-1.6
